Source: PubChem (National Center for Advancing Translational Sciences (NCATS))
NPC1 prom act = activates the NPC1 promoter. Huh7 NPC1 promoter luciferase reporter, 24 h. Potency, µM (highest dose often 9.22 µM), for the others: at the highest dose activation, hits mostly activators. 320,000 compounds, 2.4% hits. AID 485313;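 further: potency means the concentration at half of the fitted maximal effect; % of control where 0% means no effect; nearly all actives have a fitted effect of over 60% in size; reporter is driven by a mutant NPC1 promoter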
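Huh7 reporter cells (NPC1 promoter driving luciferase) are dosed with compound for 24 h at 37 °C, 5% CO2; luciferase detection reagent is then added and luminescence measured after 10 min at ambient temperature.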
Tb PFK inh = blocks T. brucei phosphofructokinase | T. brucei PFK, ADP-Glo luminescence | Potency, µM (highest dose often 57.5 µM), inactives show at the top dose activity, negative = inhibition, hits mostly inhibitors | 330,000 compounds, 0.17% hits | AID 485367;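 further: potency means the concentration at half of the fitted maximal effect; 0% = uninhibited 1x PFK enzyme wells and -100% = no-enzyme wells; nearly all actives have a fitted effect of over 60% in size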
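Compounds were pin-transferred as a titration series up to 57 uM into substrate buffer (0.5 mM F6P, 0.1 mM ATP, pH 8.0), then 1.25 nM PFK was added and reactions ran 45 min before ADP-Glo detection.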
TRPV1 agonist = human TRPV1 agonism | AID 540275 | Q8NER1 | TRPV1-expressing cells, Fluo-8 calcium influx, agonist mode | 320,000 compounds, 0.19% hits | activation, % at 8.33 µM; in the data active means activation above about 80%; inconclusive means between about 30% and that limit; further: 0% is about no effect
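TRPV1-expressing cells were cultured overnight at 35.5C and loaded with Fluo-8 calcium dye for 40 to 90 min at room temperature. After a 10 s baseline, compound was added and calcium influx was read kinetically for 3 min (ex 480/em 520 nm).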
ELG1 repair inh = blocks ELG1-dependent DNA repair in HEK293T cells. HEK293T ELG1-luciferase reporter, luminescence, 16 h; DNA damage induced by 5-fluorouridine. Potency, µM (titrated, usually from 46.1 µM), for the others: at the top dose activity change, negative = inhibition, hits mostly inhibitors. 330,000 compounds, 2.3% hits. AID 504467; further: potency means the concentration at half of the fitted maximal effect; on the % scale 0 is the no-effect control and ±100 the full control effect; nearly all actives have a fitted effect of over 55% in size
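Step one: seed 2,000 cells per well. Step two: pin-transfer compound or DMSO alongside 5-fluorouridine. Step three: incubate 16 hr, 37 °C, 5% CO2. Step four: add ONE-Glo, wait 30 min, read luminescence.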
Rab9 promoter act = activates the Rab9 promoter; Huh7 Rab9 promoter-luciferase reporter, luminescence, 24 h; Potency, µM (highest dose often 9.22 µM), for inactives: at the highest dose activation, negative = inhibition, usual class: activators; 320,000 compounds, 2.8% hits; AID 485297; further: potency means the concentration at half of the fitted maximal effect; % of control where 0% means no effect; nearly all actives have a fitted effect of over 60% in size
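Quantitative HTS format; Huh7 Rab9-luciferase reporter cells (1500/well) receive compound 2 h post-plating, incubate 24 h at 37 °C, then get luciferase reagent for 10 min before luminescence reading.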
RORgamma inh = ROR gamma (mouse) transcription inhibition. Drosophila S2 Gal4-RORgamma UAS-luciferase reporter, 20 h. Potency, µM (highest dose often 53.6 µM), inactives show at the highest dose activity change, negative = inhibition, actives largely listed as inhibitors. AID 2551. 310,000 compounds, 5.4% hits. P51450; further: potency means the concentration at half of the fitted maximal effect; on the % scale 0 is the no-effect control and ±100 the full control effect; nearly all actives have a fitted effect of over 60% in size
Target sequence (P51450 whole entry, looked up, the tested form may be a part): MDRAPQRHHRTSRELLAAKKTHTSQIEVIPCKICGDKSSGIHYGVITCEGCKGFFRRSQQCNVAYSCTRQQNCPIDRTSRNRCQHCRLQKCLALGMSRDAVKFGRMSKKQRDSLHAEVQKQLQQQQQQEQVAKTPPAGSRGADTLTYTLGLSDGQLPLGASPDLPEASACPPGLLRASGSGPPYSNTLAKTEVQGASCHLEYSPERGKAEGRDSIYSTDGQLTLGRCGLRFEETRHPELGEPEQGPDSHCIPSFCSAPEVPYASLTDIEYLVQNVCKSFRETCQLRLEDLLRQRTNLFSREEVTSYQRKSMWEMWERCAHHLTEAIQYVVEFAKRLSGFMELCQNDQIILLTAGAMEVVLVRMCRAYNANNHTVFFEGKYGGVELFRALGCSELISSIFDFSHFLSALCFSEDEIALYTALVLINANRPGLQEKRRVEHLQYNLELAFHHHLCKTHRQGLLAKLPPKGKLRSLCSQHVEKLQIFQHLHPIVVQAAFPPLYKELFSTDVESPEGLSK
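Using a luciferase readout, inhibitors were identified by reduced reporter activity in Drosophila cells coexpressing a copper-inducible Gal4–ROR gamma fusion and UAS-driven Photinus luciferase, incubated 20 hr after 700 uM copper sulfate.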
VP16 counter = inhibits Gal4-VP16 luciferase reporter, ROR gamma counter-screen | Drosophila S2 Gal4-VP16 UAS-luciferase, luminescence, 20 h | Potency, µM (top dose mostly 53.6 µM), for inactives: at the top dose activity, negative = inhibition, hits mostly inhibitors | 310,000 compounds, 3.5% hits | AID 2546;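 further: Gal4-VP16 expression switched on by copper sulfate through the metallothionein promoter; potency means the concentration at half of the fitted maximal effect; on the % scale 0 is the no-effect control and ±100 the full control effect; nearly all actives have a fitted effect of over 50% in size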
FLuc counter = firefly luciferase modulation, counter-screen for miR-21 project | purified FLuc, Km substrates, luminescence inhibition | AID 588342 | P08659 | Potency, µM (series often up to 57.5 µM), without a hit: at the top dose activity change, negative = inhibition, usual class: inhibitors | 360,000 compounds, 6.9% hits;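 further: potency means the concentration at half of the fitted maximal effect; plate controls were vehicle for no effect and reference inhibitor for full effect; nearly all actives have a fitted effect of over 55% in size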
Target sequence (P08659 whole entry, looked up): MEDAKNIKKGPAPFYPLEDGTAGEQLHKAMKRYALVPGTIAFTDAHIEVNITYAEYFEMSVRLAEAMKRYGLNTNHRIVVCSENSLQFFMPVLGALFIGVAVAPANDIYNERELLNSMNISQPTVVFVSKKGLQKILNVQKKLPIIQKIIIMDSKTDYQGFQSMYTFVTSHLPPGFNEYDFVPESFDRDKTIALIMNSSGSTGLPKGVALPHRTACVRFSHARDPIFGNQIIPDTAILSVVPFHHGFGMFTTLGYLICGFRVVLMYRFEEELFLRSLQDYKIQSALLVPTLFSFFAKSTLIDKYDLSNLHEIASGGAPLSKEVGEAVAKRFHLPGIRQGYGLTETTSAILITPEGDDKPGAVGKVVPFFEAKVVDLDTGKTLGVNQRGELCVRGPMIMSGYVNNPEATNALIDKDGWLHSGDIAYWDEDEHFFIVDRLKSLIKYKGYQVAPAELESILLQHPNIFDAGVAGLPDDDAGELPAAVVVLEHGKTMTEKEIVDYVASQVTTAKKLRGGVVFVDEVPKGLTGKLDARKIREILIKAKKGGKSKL
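Biochemical qHTS of compounds, final roughly 60 µM downward over six points, against 10 nM purified firefly luciferase using Km concentrations of substrates (10 uM D-luciferin, 10 uM ATP) in Tris acetate pH 7.5 buffer; luminescence output.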
ELG1 genotox = genotoxicity induction in ELG1-luciferase HEK293T cells. HEK293T ELG1-luciferase reporter, luminescence, 16 h. Potency, µM (titrated, usually from 46 µM), without a hit: top-dose activity change, positive = activation, hits mostly activators. 330,000 compounds, 1.3% hits; further: potency means the concentration at half of the fitted maximal effect; % of control where 0% means no effect; nearly all actives have a fitted effect of over 60% in size
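Cells (2,000/well) expressing the ELG1-luciferase fusion are dosed by pin tool and kept 16 hr at 37 °C, 5% CO2. Signal comes from ONE-Glo luciferase reagent after 30 min at room temperature.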
p53 reactivator = re-activators of mutant p53 | 320,000 compounds, 0.063% hits | H1299 p53-A138V BP100-luciferase reporter, luminescence, 24 h | AID 504706 | Potency, µM (doses to about 92.2 µM), for the others: at the top dose activity change, positive = activation, usual class: activators; further: potency means the concentration at half of the fitted maximal effect; % of control where 0% means no effect; nearly all actives have a fitted effect of over 45% in size
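H1299 (p53-null), stable ts p53-A138V + BP100-Luc; 1000 cells/well, Opti-MEM/10% FBS; cpd 4 pt, 1:5; 24 h, 37 deg C, 5% CO2; detection reagent 10 min RT; luminescence.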
BRCA1 expr act = increases BRCA1 expression | MCF7-BRCA1-FFLuc reporter, luminescence, 48 h; response scale: scaled: vehicle 0%, 10 µM genistein 100% | Potency, µM (highest dose often 46.1 µM), inactives show top-dose activation, usual class: activators | 380,000 compounds, 1.1% hits | AID 624202; further: potency means the concentration at half of the fitted maximal effect; nearly all actives have a fitted effect of over 80% in size; some results filed as inactive show a strong effect at the top dose
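MCF7-BRCA1-FFLuc, 2000 cells/well; 2 h attach, 37 °C/5% CO2; compound 48 h; luciferase substrate 15 min; luminescence end-point. Norm. to genistein 10 microM max activation and DMSO; concentration-response curves fitted.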
* hit, by the source's call; ? = inconclusive; / = not tested or not shown; & = joins results of further samples. Unless noted, the call rests on the fitted dose curve; in most records, active means well fitted curve in the direction sought with a large enough effect; inconclusive means small, poorly fitted or top-dose-only effect, or another doubt; inactive means no such curve, though single readings can be large; an effect the other way counts as inactive or inconclusive. Hits appear at their usual frequency. About 15% of those tested had a hit in this group.

SMILES	NPC1 prom act	Tb PFK inh	TRPV1 agonist	ELG1 repair inh	Rab9 promoter act	RORgamma inh	VP16 counter	FLuc counter	ELG1 genotox	p53 reactivator	BRCA1 expr act
O=C(NCc1cccc(C(F)(F)F)c1)c1ccc2c(c1)OCCO2	-6.7%	-20.1%	?	?	-0.8%	20.3%	-3.1%	2.4%	6.5%	2.7%	1.7%
Cn1c(O)c(N=NC(=O)c2cccc(S(=O)(=O)N3CCCCC3)c2)c2ccccc21	-0.5%	12.7%	-3.1	18.4µM*	-1.0%	-1.4%	-13.7%	-16.6%	-12.3%	-7.7%	-34.4%
CN(Cc1ccccc1)C(=O)COc1ccccc1Cl	1.9%	-9.6%	5.0	-3.5%	13.2%	32.0%	22.0%	-1.6%	3.4%	2.1%	23.6%
O=C(c1ccco1)[C@@H]1[C@@H]2C(=O)N(c3ccc(F)cc3)C(=O)[C@@H]2[C@H]2C=Cc3ccccc3N21	-1.6%	3.8%	-1.4	8.7%	-1.2%	?	?	?	0.1%	-1.2%	-46.1%
CCN(CC(=O)N1CCCC1)S(=O)(=O)c1ccccc1	0.3%	-2.3%	2.8	-1.2%	-4.9%	-25.7%	7.6%	0.1%	1.8%	29.6%	-4.5%
CCCCNC(=S)NNC(=O)c1nn(C)cc1Cl	-0.9%	-2.6%	2.6	9.4%	-3.1%	14.1µM*	-29.9%	2.0%	-0.3%	-7.0%	-8.1%
CC(C)[C@H](Nc1ncnc2c1oc1ccccc12)C(=O)O	-2.5%	1.2%	0.9	0.0%	-3.1%	4.3%	-0.1%	-11.4%	8.5%	2.8%	-19.9%
CCOC(=O)c1oc2ccc(S(=O)(=O)n3nc(-c4ccc(OC)cc4)cc3N)cc2c1C	-25.1%	-10.0%	-4.1	?	-25.7%	28.5%	-15.9%	-13.2%	9.0%	9.1%	-48.5%
CC(=O)CC(=O)Nc1ccc(C(N)=O)cc1	-3.0%	11.2%	5.4	13.3%	-1.5%	11.2µM*	-2.2%	-11.5%	0.4%	4.3%	18.9%
COCCn1c(SCC(=O)Nc2cccnc2Cl)nc2cc(Cl)ccc2c1=O	-0.6%	5.5%	-6.1	?	0.7%	/	/	/	-2.3%	-22.5%	-26.7%
CC1CC(=O)Nc2ccccc2N1C(=O)COc1ccc2ccccc2c1 (centres undefined)	/	-0.6%	/	-1.5%	/	/	/	/	-1.5%	-7.5%	-13.4%
COC(=O)N/N=C/c1cn(Cc2ccccc2Cl)c2ccccc12	-3.9%	0.4%	11.3	-14.1%	2.0%	32.0%	2.2%	1.4%	-1.4%	-4.0%	-19.9%
COc1ccc2c(c1)CCc1c(C(=O)NCCCn3ccnc3)noc1-2	-0.9%	1.9%	16.5	-2.3%	-6.2%	-2.5%	-3.8%	?	-2.6%	25.5%	0.2%
CC12CCC(=O)N1C(C(=O)Nc1nnc(SCc3ccccc3)s1)CS2 (centres undefined)	5.1%	-2.0%	-1.7	14.3%	-3.0%	/	/	-0.6%	-2.9%	2.5%	22.0%
N#Cc1ccc(CN2CCN(C(=O)c3cc(C4CC4)nn3-c3ccccc3)CC2)cc1	-2.1%	-5.8%	?	?	-11.3%	/	/	3.1%	1.8%	0.7%	-15.5%
CCCCCC(=O)NC(=S)Nc1ccc(N2CCCCC2)c(Cl)c1	-2.0%	1.4%	4.2	17.1%	2.2%	1.58µM*	7.08µM*	0.8%	1.3%	17.6%	1.3%
O=C(N/N=C/c1cccs1)c1ccc(NC(=O)c2ccccc2Cl)cc1	1.0%	-2.2%	?	?	-2.2%	10µM*	?	-3.9%	-2.7%	-1.5%	-51.8%
COc1ccc(/C=C/C(=O)NC(C)CCc2ccccc2)cc1 (centres undefined)	-0.3%	-0.3%	16.0	-16.4%	-1.6%	27.6%	-4.2%	-17.9%	-0.3%	-6.7%	-17.8%
CS(=O)(=O)N(CC(=O)NCC1CCCO1)c1cc(Cl)ccc1Cl (centres undefined)	1.4%	0.4%	-3.3	1.4%	-3.5%	20.4%	5.4%	3.1%	2.4%	2.3%	1.1%
CC(C)(C)N1C(=O)c2ccccc2NC(=O)N1Cc1ccccc1	1.2%	1.4%	25.9	1.6%	0.6%	-15.5%	10.4%	7.4%	0.0%	-4.2%	15.0%
CCOC(=O)c1cn(-c2nc(-c3ccc(Cl)c(Cl)c3)cs2)c2c(F)c(N3CCOCC3)c(F)cc2c1=O	-8.5%	-3.3%	7.1	?	-2.8%	10.2%	-6.3%	-0.7%	0.5%	-1.5%	-29.2%
CCC(C(=O)OCC(=O)Nc1ccccc1-c1ccccc1)c1ccccc1 (centres undefined)	0.8%	1.0%	20.1	-15.7%	-2.8%	-5.3%	1.9%	6.7%	-3.4%	1.9%	-11.6%
OCCN(CCO)CC(O)COc1ccc(Br)cc1 (centres undefined)	1.0%&0.5%	-1.3%&-0.3%	3.4&-0.7	?	-4.8%&3.6%	-8.3%&14.4%	1.2%&-6.9%	-1.6%&0.3%	0.2%&6.9%	-3.0%&5.1%	33.1%&-5.0%
NC(=NCCc1ccccc1)c1cccc([N+](=O)[O-])c1	-0.2%	-1.1%	-2.4	-1.1%	2.5%	-1.0%	-7.1%	1.3%	-0.5%	10.7%	0.0%
Oc1ccccc1/C=N/Nc1nccnc1Cl	-25.2%	-7.8%	?	?	-17.3%	12.6µM*	?	16.9µM*	13µM*	?	-75.3%

Some of these compounds in order of the TRPV1 agonist value, highest first.
SMILES	TRPV1 agonist
COC(=O)N/N=C/c1cn(Cc2ccccc2Cl)c2ccccc12	11.3
CCCCCC(=O)NC(=S)Nc1ccc(N2CCCCC2)c(Cl)c1	4.2
Cn1c(O)c(N=NC(=O)c2cccc(S(=O)(=O)N3CCCCC3)c2)c2ccccc21	-3.1

Going on with the list.
SMILES	NPC1 prom act	Tb PFK inh	TRPV1 agonist	ELG1 repair inh	Rab9 promoter act	RORgamma inh	VP16 counter	FLuc counter	ELG1 genotox	p53 reactivator	BRCA1 expr act
Cc1ccc(CNC(=O)CCS(=O)(=O)c2ccc3c(c2)CC(C)N3C(=O)C2CC2)o1 (centres undefined)	-3.5%	0.9%	3.4	-2.1%	-6.9%	-5.1%	-9.7%	1.2%	0.1%	-5.7%	-16.5%
Cc1cc(N/N=C/c2ccccc2Cl)nc(NCc2ccccc2)n1	-2.0%	0.0%	-0.4	?	-5.2%	?	?	7.57µM*	-7.5%	13.3%	-55.5%
CCOc1ccc(N(CC(=O)NCC2CCCO2)S(=O)(=O)c2ccc(OC)c(OC)c2)cc1 (centres undefined)	0.2%	-6.9%	0.0	-5.0%	-0.2%	-24.0%	-0.2%	-1.9%	1.6%	-8.2%	-15.5%
O=S(=O)(Cc1cc(-c2ccccc2)no1)c1ccccc1	?	4.5%	?	?	?	26.3%	8.8%	26.9µM*	?	0.6%	108.3%
COc1ccc(OC)c(C2CC(c3ccc(NS(C)(=O)=O)cc3)=NN2C(=O)c2ccccc2)c1 (centres undefined)	-1.1%	-6.7%	5.6	-10.1%	-6.6%	-42.5%	-9.7%	-1.2%	5.9%	-2.4%	1.6%
CCNc1c(NS(=O)(=O)c2ccc(Cl)s2)c(=O)oc2ccccc12	-1.2%	1.3%	-0.3	-11.3%	-4.3%	11.6%	-3.4%	2.3%	0.5%	-7.1%	-11.6%
CCCOc1cccc(C(=O)NC(=S)Nc2cccc(C(F)(F)F)c2)c1	-2.1%	2.8%	-0.4	0.0%	-24.2%	10µM*	?	4.6%	-0.2%	2.5%	-0.9%
O=C(OCC(=O)N1CCCc2ccccc21)c1cncc(Br)c1	4.6%	-0.1%	-1.9	0.6%	-2.2%	?	1.12µM*	-3.1%	0.8%	-5.5%	2.5%
COc1ccc(CNc2ccc(C)c(C)c2)cc1	?	2.6%	16.0	?	?	27.5%	17.9%	15.1µM*	?	4.1%	26.8%
COc1ccc(CCNC(N)=S)cc1OC	-0.5%	-1.3%	-0.8	2.9%	-1.9%	-12.3%	-3.3%	4.3%	6.7%	-2.9%	-10.1%
CC(C)OC(=O)CSc1n[nH]c(-c2cccnc2)n1	13.5%	-0.8%	0.7	1.1%	14.1%	-11.7%	?	-10.7%	0.5%	0.9%	-0.5%
CC(C)CCn1c(-c2nonc2N)nc2ccccc21	-2.9%	-5.0%	13.0	23.1µM*	-1.3%	10µM*	?	-1.3%	-6.5%	-7.1%	-62.0%
CCOC(=O)c1c(C)[nH]c(C)c1C=O	-1.3%	-0.5%	-4.2	?	-6.2%	-1.4%	1.8%	-6.3%	13.7%	2.7%	-18.3%
